Compound activity as filed in PubChem BioAssay.
NPC1 promoter act: qHTS Assay for NPC1 Promoter Activators | Huh7 NPC1 promoter luciferase reporter, 24 h | Potency, µM (highest dose often 9.22 µM), for the others: at the top dose activation, actives largely listed as activators | 2.4% of 320,000 active | AID 485313, 2010;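 further: potency means the concentration at half of the fitted maximal effect; % of control where 0% means no effect; nearly all actives have a fitted effect of over 60% in size; reporter is driven by a mutant NPC1 promoter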
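Stable NPC1-promoter luciferase Huh7 line; cpd (DMSO) 24 h, 37 °C, 5% CO2; Amplite luciferase reagent 10 min RT; luminescence readout. qHTS format.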
BRCA1 expr up: qHTS Assay to Identify Small Molecule Activators of BRCA1 Expression; MCF7-BRCA1-FFLuc reporter, luminescence, 48 h; response scale: scaled: vehicle 0%, 10 µM genistein 100%; Potency, µM (series often up to 46.1 µM), without a hit: at the highest dose activation, most hits filed as activators; 1.1% of 380,000 active; AID 624202, 2012; further: potency means the concentration at half of the fitted maximal effect; nearly all actives have a fitted effect of over 80% in size; some results filed as inactive show a strong effect at the top dose
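Quantitative HTS in MCF7 cells stably reporting BRCA1 expression via firefly luciferase. Compound treatment lasts 48 h at 37 °C in phenol-red free MEM. Activation is expressed relative to genistein at 10 microM and DMSO.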
RORgamma inh: qHTS for inhibitors of ROR gamma transcriptional activity; Potency, µM (highest dose often 53.6 µM), for the others: top-dose activity change, negative = inhibition, usual class: inhibitors; Drosophila S2 Gal4-RORgamma UAS-luciferase reporter, 20 h; AID 2551, 2010; 5.4% of 310,000 active; Nuclear receptor ROR-gamma (Mus musculus), P51450; further: potency means the concentration at half of the fitted maximal effect; on the % scale 0 is the no-effect control and ±100 the full control effect; nearly all actives have a fitted effect of over 60% in size
Target sequence (P51450 whole entry, looked up, the tested form may be a part): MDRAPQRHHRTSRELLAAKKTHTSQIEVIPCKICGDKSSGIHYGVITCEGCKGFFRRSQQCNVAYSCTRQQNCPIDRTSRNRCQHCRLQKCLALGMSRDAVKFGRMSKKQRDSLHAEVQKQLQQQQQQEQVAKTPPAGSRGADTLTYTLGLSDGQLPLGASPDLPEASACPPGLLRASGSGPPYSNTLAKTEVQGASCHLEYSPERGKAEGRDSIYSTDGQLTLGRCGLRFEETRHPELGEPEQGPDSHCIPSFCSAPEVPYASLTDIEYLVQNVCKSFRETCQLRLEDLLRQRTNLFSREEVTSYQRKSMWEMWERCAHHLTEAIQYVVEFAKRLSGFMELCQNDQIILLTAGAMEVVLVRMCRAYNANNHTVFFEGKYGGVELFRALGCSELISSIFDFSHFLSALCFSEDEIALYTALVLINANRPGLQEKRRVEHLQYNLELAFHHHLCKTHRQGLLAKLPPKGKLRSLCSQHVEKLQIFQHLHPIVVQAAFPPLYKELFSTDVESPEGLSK
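Luciferase reporter read in Schneider cells carrying Gal4-RORγ (mouse) and UAS-Photinus luciferase; cells given compound 1 h before 700 uM copper sulfate induction, then incubated 20 h at ambient temperature.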
Rab9 promoter act: qHTS Assay for Rab9 Promoter Activators | 2.8% of 320,000 active | Potency, µM (titrated, usually from 9.22 µM), for the others: top-dose activation, negative = inhibition, most hits filed as activators | Huh7 Rab9 promoter-luciferase reporter, luminescence, 24 h | AID 485297, 2010; further: potency means the concentration at half of the fitted maximal effect; % of control where 0% means no effect; nearly all actives have a fitted effect of over 60% in size
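Cells were plated at 1500 per well in reduced-serum medium with 10% FBS and left 2 h. Compound in DMSO was then added for 24 h at 37 °C. Reporter signal was read by luminescence after 10 min with luciferase detection reagent.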
Giardia killer: Small Molecules that selectively kill Giardia lamblia: qHTS; Giardia lamblia trophozoite viability; activity change, % at 7.66 µM, hits read low; 0.15% of 340,000 active; AID 540267, 2011; in the data active means activity change below about -80%; inconclusive means between about -30% and that limit;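 further: parasites exposed to compound for two days anaerobically before the ATP read; on the % scale 0 is the no-effect control and ±100 the full control effect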
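Compounds were tested on trophozoites seeded at 100 cells/well and held 48 hrs at 37 deg C anaerobically. An ATP-based luminescent kit measured the remaining live cells.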
p53 reactivation: qHTS assay for re-activators of p53 using a Luc reporter. Potency, µM (series often up to 92.2 µM), for the others: at the top dose activity change, positive = activation, hits mostly activators. H1299 p53-A138V BP100-luciferase reporter, luminescence, 24 h. AID 504706, 2011. 0.063% of 320,000 active; further: potency means the concentration at half of the fitted maximal effect; % of control where 0% means no effect; nearly all actives have a fitted effect of over 45% in size
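p53-null H1299 cells stably carrying temperature-sensitive p53-A138V and a BP100-luciferase reporter were pinned with compounds (4-point, 1:5 series) and held 24 hrs at 37 deg C. Luminescence was read 10 min after detection reagent.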
VP16 counter: VP16 counterscreen qHTS for inhibitors of ROR gamma transcriptional activity. Drosophila S2 Gal4-VP16 UAS-luciferase, luminescence, 20 h. Potency, µM (highest dose often 53.6 µM), without a hit: at the top dose activity, negative = inhibition, usual class: inhibitors. 3.5% of 310,000 active;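 further: Gal4-VP16 expression switched on by copper sulfate through the metallothionein promoter; potency means the concentration at half of the fitted maximal effect; on the % scale 0 is the no-effect control and ±100 the full control effect; nearly all actives have a fitted effect of over 50% in size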
ELG1 genotoxic: qHTS screen for small molecules that induce genotoxicity in human embryonic kidney (HEK293T) cells expressing luciferase-tagged ELG1; HEK293T ELG1-luciferase reporter, luminescence, 16 h; Potency, µM (doses to about 46 µM), for inactives: top-dose activity change, positive = activation, most hits filed as activators; 1.3% of 330,000 active; AID 504466, 2011; further: potency means the concentration at half of the fitted maximal effect; % of control where 0% means no effect; nearly all actives have a fitted effect of over 60% in size
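After overnight (16 hr) compound treatment at 37 °C, ELG1-luciferase HEK293T cells were lysed with ONE-Glo; luminescence quantified 30 min later at room temperature.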
Menin MLL FP TR: qHTS Assay for Inhibitors Targeting the Menin-MLL Interaction in MLL Related Leukemias: Competition With Texas Red Labeled MLL-derived Mutant Peptide. AID 1768, 2009. Menin + Texas Red MLL mutant peptide, fluorescence polarization. Potency, µM (doses to about 61.6 µM), for inactives: at the top dose FP activity change, negative = inhibition, most hits filed as inhibitors. O00255. 0.23% of 270,000 active; active means well fitted inhibition curve with a large enough effect in the polarisation, with a control signal flat, not every such curve was filed as active; inconclusive means small, poorly fitted or top-dose-only effect, or effect the other way, or a change in a side signal; inactive means no such curve, though single readings can be large or run the other way; the % refers to the polarisation; further: potency means the concentration at half of the fitted maximal effect; % of control where 0% means no effect; many of its hits are not listed in these tables
PKM2 act: qHTS Assay for Activators of Human Muscle isoform 2 Pyruvate Kinase. 0.34% of 260,000 active. Pyruvate kinase PKM (Homo sapiens), P14618. Potency, µM (series often up to 57.5 µM), without a hit: at the top dose activation, usual class: activators. purified PKM2, Kinase-Glo ATP luminescence, activation; response scale: 0% is enzyme alone, no compound; further: potency means the concentration at half of the fitted maximal effect; on the % scale 0 is the no-effect control and ±100 the full control effect; nearly all actives have a fitted effect of over 55% in size
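ATP formation by purified human PK-M2, quantified via coupled luciferase luminescence after 1 h at room temperature with 0.1 mM ADP and 0.5 mM PEP final.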
FLuc counter: qHTS profiling assay for firefly luciferase inhibitor/activator using purifed enzyme and Km concentrations of substrates (counterscreen for miR-21 project). Luciferin 4-monooxygenase (Photinus pyralis), P08659. AID 588342, 2011. purified FLuc, Km substrates, luminescence inhibition. 6.9% of 360,000 active. Potency, µM (series often up to 57.5 µM), for the others: top-dose activity change, negative = inhibition, most hits filed as inhibitors;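 further: potency means the concentration at half of the fitted maximal effect; plate controls were vehicle for no effect and reference inhibitor for full effect; nearly all actives have a fitted effect of over 55% in size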
Target sequence (P08659 whole entry, looked up): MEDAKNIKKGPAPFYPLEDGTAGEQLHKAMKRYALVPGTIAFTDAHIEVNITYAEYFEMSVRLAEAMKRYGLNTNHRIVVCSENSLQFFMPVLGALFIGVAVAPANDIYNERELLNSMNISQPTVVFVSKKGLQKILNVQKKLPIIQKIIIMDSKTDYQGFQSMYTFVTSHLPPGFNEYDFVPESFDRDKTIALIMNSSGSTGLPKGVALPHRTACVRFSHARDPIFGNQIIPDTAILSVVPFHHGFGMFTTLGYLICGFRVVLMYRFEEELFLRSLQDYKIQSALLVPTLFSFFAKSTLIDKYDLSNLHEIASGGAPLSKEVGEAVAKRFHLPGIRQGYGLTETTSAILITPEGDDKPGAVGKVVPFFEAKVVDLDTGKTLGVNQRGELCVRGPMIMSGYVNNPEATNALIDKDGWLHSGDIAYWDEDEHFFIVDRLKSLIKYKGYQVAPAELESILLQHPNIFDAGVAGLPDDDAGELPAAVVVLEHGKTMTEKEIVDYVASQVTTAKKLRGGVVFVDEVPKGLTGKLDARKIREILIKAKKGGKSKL
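Purified P. pyralis luciferase, 10 nM final, with Km-level 10 uM D-luciferin and 10 uM ATP in 50 mM Tris acetate pH 7.5, 10 mM Mg acetate, 0.01% Tween-20, 0.05% BSA; 6-point qHTS titration about 60 µM downward; luminescence read.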
* = called active by the depositor; ? = inconclusive; . = not tested or not shown; [ ] = dose if it differs, or a comment. Unless noted, the call rests on the fitted dose curve; in most records, active means well fitted curve in the direction sought with a large enough effect; inconclusive means small, poorly fitted or top-dose-only effect, or another doubt; inactive means no such curve, though single readings can be large; an effect the other way counts as inactive or inconclusive.

Structure	NPC1 promoter act	BRCA1 expr up	RORgamma inh	Rab9 promoter act	Giardia killer	p53 reactivation	VP16 counter	ELG1 genotoxic	Menin MLL FP TR	PKM2 act	FLuc counter
CC1=NN(C(=O)Cc2ccc([N+](=O)[O-])cc2)C(O)(C(F)(F)C(F)(F)F)C1 (stereo not drawn)	-1%	-25%	3.5µM*	13%	6	-3%	5µM*	-3%	.	0%	0%
CCN=C(NCC)SC1CC(=O)N(c2ccc(F)cc2)C1=O (stereo not drawn)	-5%	5%	27%	-4%	18	0%	11%	-7%	1%	0%	0%
Cc1cc(C)cc(N(CC(=O)NCC2CCCO2)C(=O)CCC(=O)Nc2nccs2)c1 (stereo not drawn)	-1%	-24%	-10%	8%	-19	-1%	-4%	3%	.	.	1%
CCOc1ccc(Br)cc1S(=O)(=O)NC(=O)c1ccccc1	0%	-8%	2%	2%	-17	0%	4%	-9%	9%	2%	-4%
CN(Cc1c(C(=O)N/N=C/c2ccccc2)nnn1-c1nonc1N)C1CCCCC1	-6%	0%	-15%	-7%	-2	-3%	1%	-4%	-27%	.	-2%
COc1cccc(OC)c1C(=O)Nc1ccccc1C(=O)N1CCOCC1	0%	9%	26%	-5%	-20	0%	6%	-1%	1%	1%	0%
CC(C)c1ccc(NC(=S)NN(c2ccccc2)c2ccccc2)cc1	0%	1%	3.2µM*	-3%	17	-2%	5µM*	-1%	9%	-5%	-5%
COC(=O)CC1=NN(c2nc(C)cc(C)n2)C(=O)C1	0%	-3%	11%	-5%	-1	0%	3%[10 µM]	23%	6%	0%	-2%
CC1(C)CC(=O)C(C(N)=NC(=O)c2ccccc2)=C(O)C1	10%	?	32%	5%	15	-2%	-12%	-7%	-14%	1%	?
CCC(=O)c1ccc(OCc2ccc(C(=O)OC)cc2)c(OC)c1	17%	78%	10%	29%	14	1%	-2%	4%	-19%	3%	-2%
C/C(N)=C(/C#N)C(=O)COC(=O)CSc1ccc2ccccc2c1	0%	-1%	-20%	-4%	-7	3%	-2%	-3%	3%	0%	?
CCOc1ccc(C(=O)c2ccc([N+](=O)[O-])cc2Cl)cc1	-1%	4%	-3%	0%	-18	11%	7%	1%	-8%	1%	-3%
CC(OC(=O)C(NC(=O)c1ccco1)C(C)C)C(=O)Nc1ncc(Cl)cc1Cl (stereo not drawn)	1%	-13%	9%	-3%	1	-4%	2%	-2%	-6%	-1%	2%
CN(C)CCCOC(=O)c1ccc(Cl)cc1	1%	-16%	-5%	-1%	-5	5%	-6%	-6%	7%	-6%	0%
Cn1cccc1C(=O)NNC(=O)COc1ccc(Br)cc1	-4%	-3%	.	-4%	4	15%	.	3%	.	.	0%
Cc1cccc(N(C)C(=O)COc2cc(=O)n(C)c3ccccc23)c1	5%	-2%	-20%	0%	12	-8%	-2%	-1%	-23%	-12%	0%
Nc1cc(C(=O)OCC(=O)NCC2CCCO2)ccc1Cl (stereo not drawn)	-6%	2%	26%	-1%	-12	-3%	-1%	2%	10%	2%	3%
O=C(NCC1CCCO1)C(c1ccc(F)cc1)N(CC1CCCO1)C(=O)c1ccc(-c2ccccc2)[nH]1 (stereo not drawn)	-4%	-6%	?	0%	-1	0%	-1%	-3%	-16%	-2%	-3%
CCCn1c(N)c(N(CCOC)C(=O)Cc2ccc(S(=O)(=O)N3CCOCC3)s2)c(=O)[nH]c1=O	-8%	2%	.	-2%	20	1%	.	1%	.	.	1%
COc1cccc(-c2cc(C(=O)NC3CC3)c3ccccc3n2)c1	-2%	-26%	-19%	-3%	10	-5%	-9%	-11%	.	1%	?
O=C(NNC(=O)C1CCN(S(=O)(=O)c2ccc(Cl)cc2)CC1)c1ccc(S(=O)(=O)N2CCCCC2)cc1	-7%	-23%	2%	-6%	0	-1%	?	-2%	12%	1%	0%
Cc1ccc(C2=NN(S(C)(=O)=O)C(c3ccc4c(c3)OCO4)C2)cc1 (stereo not drawn)	3.5µM*	?	4%	2.5µM*	-22	?	-10%	5.2µM*	-9%	3%	1.7µM*
CC(Oc1ccc([N+](=O)[O-])cc1Cl)C(=O)Nc1ccc(C(N)=O)cc1 (stereo not drawn)	2%	1%	36%	-7%	-6	-2%	-16%[10 µM]	5%	?	-7%	-2%
FC(F)(F)c1cnc(Oc2ccc(-c3nnco3)cc2)c(Cl)c1	8%	8%	-1%	-4%	7	30%	-11%	-1%	1%	0%	-1%
Clc1ccc2c(N/N=C/c3cccnc3)ccnc2c1	11%	38%	?	8%	4	22%	?	0%	-1%	.	?
O=C(Nc1cc(Cl)ccc1Cl)N1CCCC1	-5%	-1%	-5%	0%	-6	-1%	-15%	0%	-6%	-1%	2%
CCC12CN3CCN(CC(C3)/C1=N\NC(=O)c1ccc(C(C)(C)C)cc1)C2	-2%	-13%	-19%	-3%	-16	-9%	-2%	2%	-11%	1%	0%
CC(=O)CCCC(NS(=O)(=O)CCC(Cl)(Cl)Cl)c1ccccc1 (stereo not drawn)	1%	-3%	1%	-7%	21	.	-4%	1%	5%	1%	2%
CC(C)Cn1c2c(c(=O)[nH]c1=O)C(C(F)(F)F)(C(F)(F)F)N=C(CCC1CCCCC1)N2	-3%	-50%	?	-1%	9	-8%	11µM*	3%	?	10%	-2%
Cc1nn(-c2ccc(Cl)c(Cl)c2Cl)c(=O)c2ccccc12	-3%	-32%	19%	3%	7	-4%	15%	-3%	-9%	2%	2%

(next part)
Structure	NPC1 promoter act	BRCA1 expr up	RORgamma inh	Rab9 promoter act	Giardia killer	p53 reactivation	VP16 counter	ELG1 genotoxic	Menin MLL FP TR	PKM2 act	FLuc counter
CC(=O)N1N=C2c3ccccc3CCC2C1c1ccc(F)cc1 (stereo not drawn)	-5%	-31%	22%	-2%	3	1%	4%	-3%	.	4%	5%
COc1ccc(CC(=O)Nc2cc(C)ccn2)cc1	20%	?	?	21%	-16	?	?	?	-23%	-4%	-13%
NC(=O)C1CCCN(C(=O)c2ccc(-c3cccc(Cl)c3Cl)o2)C1 (stereo not drawn)	?	?	.	?	11	?	.	?	.	.	9.5µM*
Cc1ccc(NC(=O)Cn2cc(S(=O)(=O)c3ccc(C)cc3)c(=O)c3cc(F)ccc32)cc1	-2%	-4%	3%	-3%	-11	-9%	0%	0%	-22%	3%	7%
CC1(C)CC(=O)C2=C(C1)Oc1ncn3nc(-c4cccnc4)nc3c1C2c1ccccc1 (stereo not drawn)	-4%	10%	12%	-1%	9	-13%	-2%	-1%	-8%	-1%	1%
Cc1ccc(CSCCNC(=O)CN(c2ccccc2)S(C)(=O)=O)cc1	0%	-2%	14%	-8%	10	-2%	-7%	-4%	-19%	4%	-3%
Nc1ccc(C(=O)N/N=C/c2c[nH]c3ccccc23)cc1	6%	34%	8%	3%	-28	5%	-6%	6%	?	.	13µM*
Cc1ccccc1/C=N/NC(=O)Cc1ccc(Cl)cc1	0%	8%	27%	-6%	2	4%	6%	0%	3%	-3%	1%
CCS(=O)(=O)N1CCC(C(=O)NCCc2ccccc2)CC1	-3%	37%	6%	1%	4	5%	7%	2%	12%	-3%	1%
CCC(=O)N1N=C(c2ccc(NS(C)(=O)=O)cc2)CC1c1ccc(C)cc1 (stereo not drawn)	12%	18%	26%	22%	-12	-1%	?	?	7%	?	-14%
COc1nc2ccccc2nc1N1CCN(Cc2ccc3c(c2)OCO3)CC1	5%	0%	2%	-1%	-4	-4%	2%	-5%	-27%	.	2%

These rows are one share of the data (hit frequency here may not be typical).
